HUVEC prolif 384: human endothelial cell proliferation inhibition; 86,000 compounds, 1.1% hits; viability, % at 10 µM (by protocol); HUVEC proliferation, CellTiter-Glo luminescence, 72 h; hits give low values;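 active = viability at or below 30%; inactive = viability above 30%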;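 note: 100% = median luminescence of DMSO-only cell control wells on each plate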
ERa SRC1 inh: blocks coactivator binding to human estrogen receptor alpha; AID 629; 86,000 compounds, 1.7% hits; inhibition, % at 25.6 µM; TR-FRET ER-alpha LBD / SRC-1 peptide, estradiol-bound; P03372; in the data active = inhibition above about 50%;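 note: 0% = receptor plus peptide control and 100% = peptide only without receptor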
Smad3 inh: Smad3 (human) transcription factor binding inhibition; inhibition, % at 25 µM; P84022; TR-FRET Smad3/Dy647-FoxH1 peptide binding, europium anti-His; 88,000 compounds, 0.29% hits; AID 630;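 active = compounds that reduce the energy-transfer binding signal between the protein and its labelled peptide by more than half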;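 note: 0% = Smad3 plus labelled peptide maximal FRET and 100% = peptide-only background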
Mac1 fbg enh: CD11b/CD18-fibrinogen binding enhancement. K562 CD11b/CD18 adhesion to fibrinogen, ATPlite luminescence. activation, % at 10 µM. 93,000 compounds, 0.07% hits. P05107+P11215;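 active = 10 µM primary screen giving 50% or more activity, confirmed by 40% or more on retest at that dose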; note: strong numbers were not always called active
Target sequence (P05107 whole entry, looked up, other chains not shown): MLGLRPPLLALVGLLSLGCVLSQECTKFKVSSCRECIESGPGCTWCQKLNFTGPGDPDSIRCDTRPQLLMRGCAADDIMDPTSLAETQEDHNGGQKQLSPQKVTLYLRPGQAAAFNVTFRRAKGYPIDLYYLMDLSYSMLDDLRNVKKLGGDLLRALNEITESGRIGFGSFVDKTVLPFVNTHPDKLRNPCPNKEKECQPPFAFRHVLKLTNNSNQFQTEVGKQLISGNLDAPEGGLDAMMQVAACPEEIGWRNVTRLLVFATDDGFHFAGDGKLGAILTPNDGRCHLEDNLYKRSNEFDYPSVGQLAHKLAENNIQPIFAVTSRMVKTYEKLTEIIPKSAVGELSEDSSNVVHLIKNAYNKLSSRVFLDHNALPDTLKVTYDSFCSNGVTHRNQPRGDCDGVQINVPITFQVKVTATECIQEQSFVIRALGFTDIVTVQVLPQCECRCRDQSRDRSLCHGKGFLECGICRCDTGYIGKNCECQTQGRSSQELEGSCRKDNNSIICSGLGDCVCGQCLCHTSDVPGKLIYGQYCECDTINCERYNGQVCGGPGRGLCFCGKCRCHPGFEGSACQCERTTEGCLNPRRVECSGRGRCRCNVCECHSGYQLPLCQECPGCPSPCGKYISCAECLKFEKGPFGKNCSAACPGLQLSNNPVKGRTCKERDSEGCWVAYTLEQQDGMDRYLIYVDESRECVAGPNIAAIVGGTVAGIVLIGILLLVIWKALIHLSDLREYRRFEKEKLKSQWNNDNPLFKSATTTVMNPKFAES
MT1-MMP txn act: MT1-MMP promoter transcription activation; AID 750; activation factor at 10 µM; HT1080 MT1-MMP promoter luciferase reporter, luminescence, overnight; hits give high values; 86,000 compounds, 0.16% hits;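 active = activation factor of at least 2 for MT1-MMP transcription at 10 µM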
Fibroblast inh: blocks proliferation of human lung fibroblasts; LL 47 human lung fibroblast viability, ATP luminescence; hits give low values; viability, % at 10 µM; 85,000 compounds, 1.1% hits;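 active = viability at or below 50% in the single dose screen; inactive = viability above 50%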;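 note: compound exposure lasted 72 h before the ATP readout; 100% = median luminescence of untreated cell-only wells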
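Material: human LL 47 lung fibroblast cells; quantity: 1,150 cells/well; medium: IMEM plus 15% FBS; doses: 0.1% DMSO in all compound wells; timing: overnight attachment after seeding, then 72 h compound exposure at 37 °C; detection: CellTiter-Glo luminescence; measure: % viability of median cell-only signal; controls: cell-only wells, no compound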
ERa SRC1 pot: ER-alpha (human) coactivator binding potentiation; 86,000 compounds, 1.3% hits; P03372; TR-FRET ERalpha-LBD/SRC-Cy5 coactivator binding, 2 h; 100 = basal binding, no effect; coactivator binding (% of control), % at 25.6 µM; in the data active = activity above about 200%;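 note: binding measured in presence of low estradiol as agonist stimulus; 0% = peptide alone without receptor and 100% = receptor with peptide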
ERb SRC1 inh: ER-beta (human) coactivator binding inhibition | TR-FRET ER-beta LBD / SRC1-Cy5 peptide binding; receptor agonist-loaded with 1 µM estradiol | inhibition, % at 25.6 µM | 86,000 compounds, 1.3% hits;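 active = compounds whose percent inhibition of the receptor-coactivator binding signal exceeds about 50% in the single-dose screen, limit read from the data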;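 note: 0% = receptor plus peptide wells without compound and 100% = peptide-only wells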
H69AR inhibit: blocks growth of human H69AR lung tumor cells; H69AR lung tumor viability, ATP luminescence, 72 h; hits give low values; viability, % at 10 µM; 85,000 compounds, 6% hits; AID 598;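 active = viability at or below 40%; inactive = viability above 40%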;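 note: multidrug resistant small cell line overexpressing MRP-1 efflux transporter; 100% = mean luminescence of untreated control wells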
* marks the source's active call; other numbers are inactive results; · = not tested or not shown; [ ] = another dose, or the depositor's remark. These rows are one share of the data; the hit share may differ from the screen's.

SMILES | HUVEC prolif 384 | ERa SRC1 inh | Smad3 inh | Mac1 fbg enh | MT1-MMP txn act | Fibroblast inh | ERa SRC1 pot | ERb SRC1 inh | H69AR inhibit
CCC(=O)Nc1nnc(CCc2ccccc2)s1 | 108 | -7 | -7 | · | 1.3 | 67 | 94 | -11 | 83
COc1ccc(CC(NC(C)=O)C(=O)NC2CCN(C(=O)NCc3ccccc3)CC2)cc1 (centres undefined) | 108 | 2 | 9 | -2 | 1.1 | 104 | 97[fluorescence artefact?] | 10 | 109
COc1ccc2nc(NCc3ccccc3)[nH]c2c1 | 54 | 4 | -3[fluorescence artefact?] | 4 | 1.5 | 67 | 98[fluorescence artefact?] | 10 | 20*
CC(C)(C)SCCNS(=O)(=O)c1ccccc1 | 90 | -13 | 3 | 0 | 1.1 | 94 | 103 | -4 | 102
CCCNC(=O)CSc1nnc(C)s1 | 112 | 1 | -13 | 1 | 0.9 | 95 | 98 | 6 | 94
CCOC(=O)C(C(=O)Nc1ccccc1)C1CCCCC1 (centres undefined) | 85 | -6[fluorescence artefact?] | -3 | -7 | 1.1 | 83 | 112[fluorescence artefact?] | -11[fluorescence artefact?] | 91
CC(=O)c1cccc(-n2c(CCC(=O)O)ccc2-c2cccs2)c1 | 99 | -2 | 10 | -1 | 1.1 | 100 | 61[fluorescence artefact?] | 5 | 104
CC(=O)Oc1ccccc1C1OCCN1C(C)=O (centres undefined) | 90 | -14 | -17 | -5 | 1.1 | 98 | 109 | -19 | 92
COC(=O)CCC(=O)Nc1ccc(OC)cc1 | 86 | -4 | -14 | · | 1.1 | 100 | 109 | -6 | 76
CSc1ccc(-c2c(C#N)c(N)nc3c2c(C)nn3-c2ccccc2)cc1 | 79 | 15[fluorescence artefact?] | -4 | 1 | 1.2 | 96 | 210*[fluorescence artefact?] | 29[fluorescence artefact?] | 58
Cc1nn2c3c(cnc2c1-c1ccccc1)C(=O)CC(c1ccccc1)C3 (centres undefined) | 100 | -3[fluorescence artefact?] | 24[fluorescence artefact?] | · | 1.1 | 104 | 129[fluorescence artefact?] | 24[fluorescence artefact?] | 66
CC1=C/C(=N\OS(=O)(=O)c2ccccc2)C=CC1=O | 1.3* | 23[fluorescence artefact?] | 1[fluorescence artefact?] | · | 1.1 | 1.4* | 81[fluorescence artefact?] | 44 | 0.7*
O=C1C2C3C=CC(C3)C2C(=O)N1Cc1cccnc1 (centres undefined) | 94 | 3 | -3 | 4 | 1.1 | 98 | 119 | -8 | 93
COc1cc2[nH]c(=O)n(C3CCCCC3)c(=O)c2cc1OC | 86 | 10[fluorescence artefact?] | 5 | 0 | · | 103 | 94[fluorescence artefact?] | 0[fluorescence artefact?] | 73
Cn1c(=O)c2c(nc(CN3CCOCC3)n2CCCc2ccccc2)n(C)c1=O | 85 | 3[fluorescence artefact?] | 5 | · | 1 | 89 | 113 | 1[fluorescence artefact?] | 85
CCOC(=O)c1c(C)n(C)c2ccc(OCC(O)Cn3nc(C)cc3C)cc12 (centres undefined) | 80 | -3 | 3 | -2 | 1.1 | 98 | 97 | -2 | 49
COC(=O)CC1=C(C(=O)OC)C(c2cc(OC)c(OC)cc2OC)C(C#N)=C(N)O1 (centres undefined) | 92 | -8 | -2 | -2 | 1.2 | 93 | 108 | -13 | 82
O=C(COC(=O)C12CC3CC(CC(O)(C3)C1)C2)N1CCN(S(=O)(=O)c2ccc(Cl)cc2)CC1 | 107 | -2 | 7 | · | 1 | 98 | 106 | 3 | 59
N#Cc1cc2c(=O)n3ccccc3nc2n(CCCN2CCOCC2)c1=O | 111 | -1 | -8 | -1 | 1.1 | 94 | 89[fluorescence artefact?] | 21[fluorescence artefact?] | 85
COC(=O)C1CCN(C(=O)CN2C(=O)NC(CCc3ccccc3)C2=O)CC1 (centres undefined) | 101 | -6 | 13 | -1 | 1 | 98 | 115 | -6 | 103
CCOc1cc(C(=O)Nc2cnccn2)cc(OCC)c1OCC | 75 | 1 | -24 | -1 | 1 | 96 | 113 | -7[fluorescence artefact?] | 24*
CCCc1[nH]nc2c1C(c1ccc(OC(=O)N3CCOCC3)c(OC)c1)C(C#N)=C(N)O2 (centres undefined) | 112 | 2 | 4 | 2 | 1 | 101 | 117 | -3[fluorescence artefact?] | 91
CCn1c(SCc2nc3ccccc3nc2C)nnc1-c1cccs1 | 110 | 11 | 5 | -6 | 1 | 96 | 104 | -6 | 90
O=C(NCCCN1CCC(Cc2ccccc2)CC1)C1CC(=O)N(C2CCCC2)C1 (centres undefined) | 102 | 2 | 10 | 0 | 1.1 | 108 | 103 | -3[fluorescence artefact?] | 96
O=C(Nc1ccc(Cl)cc1)c1ccc2c(c1)OCO2 | 94 | 5 | 4 | -3 | 1.5 | 89 | 112 | 0 | 91
O=C(NC1CC2CCCC(C1)N2S(=O)(=O)c1ccccc1)c1ccccc1 (centres undefined) | 87 | -8 | 5 | 5 | 1.1 | 91 | 129 | -1 | 96
Cc1onc(-c2ccccc2)c1C(=O)Nc1ccc2c(c1)OCCO2 | 86 | 22 | 2 | -2 | 1.1 | 92 | 115 | -1 | 91
N#Cc1c2c(c(-c3ccccc3)[nH]c1=O)CCCC2 | 99 | 4 | -2 | -4 | 1.2 | 95 | 95[fluorescence artefact?] | -4 | 90
CCCC(C)n1[nH]c(=O)cc1N (centres undefined) | 96 | -6 | 0 | · | 1.2 | 94 | 119 | 0 | 97
CCOC(=O)c1sc(NC(=O)CCSC)nc1C | 64 | 1 | 13 | -2 | 1 | 89 | 113 | -3[fluorescence artefact?] | 76
CN(C#N)c1nc(N2CCOCC2)nc(N2CCOCC2)n1 | 95 | 26 | 8 | · | 1.1 | 107 | 116[fluorescence artefact?] | 23 | 67
Cc1cccc(C)c1OCC(=O)Nn1c(COc2ccccc2)nc2ccccc2c1=O | 82 | 3 | 16[fluorescence artefact?] | 0 | 1.1 | 105 | 128 | -4 | 97
Cc1cc(NC(=O)CSc2nccn2-c2ccc(Cl)cc2)no1 | 94 | 3 | 10 | 1 | 1 | 92 | 99 | 8 | 101
Cc1ccc(S(=O)(=O)NCc2ccc3c(c2)cc(C)n3C)cc1 | 82 | -4 | -10 | 1 | · | 99 | 106 | 5 | 96
Cc1nnc(SCC(=O)N2CC(=O)Nc3ccccc32)n1Cc1ccccc1 | 110 | 1 | -5 | 1 | 1 | 102 | 95[fluorescence artefact?] | 4[fluorescence artefact?] | 94
CC(C)NS(=O)(=O)c1ccc(CCC(=O)NCc2ccc3c(c2)OCO3)cc1 | 95 | -20 | 12[fluorescence artefact?] | · | 1.2 | 99 | 104 | -24[fluorescence artefact?] | 104
COc1ccc(NC(=O)c2oc3ccccc3c2NC(=O)c2ccco2)cc1 | 78 | -5 | 3 | 1 | 1 | 93 | 107 | 2 | 69
O=c1oc2ccccc2cc1C1=Nn2c(nnc2-c2cccnc2)SC1 | 87 | 39[fluorescence artefact?] | 1 | 0 | 1.3 | 103 | 103[fluorescence artefact?] | 25 | 80
CCCC(=O)Nc1ccc(N2CCCCC2)cc1 | 98 | -10 | 2 | 2 | 1.5 | 100 | 108 | 5 | 70
O=C1NC(=O)C2(COC3(CCCC3)OC2)S1 | 93 | 10 | 6 | -2 | 1 | 94 | 74 | 10 | 103

Profiles from above. Order of values: HUVEC prolif 384	ERa SRC1 inh	Smad3 inh	Mac1 fbg enh	MT1-MMP txn act	Fibroblast inh	ERa SRC1 pot	ERb SRC1 inh	H69AR inhibit
Cc1cc(NC(=O)CSc2nccn2-c2ccc(Cl)cc2)no1 in the list: 94	3	10	1	1	92	99	8	101
CCCC(=O)Nc1ccc(N2CCCCC2)cc1 in the list: 98	-10	2	2	1.5	100	108	5	70

Other entries follow.
SMILES | HUVEC prolif 384 | ERa SRC1 inh | Smad3 inh | Mac1 fbg enh | MT1-MMP txn act | Fibroblast inh | ERa SRC1 pot | ERb SRC1 inh | H69AR inhibit
COc1ccc(CN(C(=O)c2ccccc2OC)C2CCS(=O)(=O)C2)cc1 (centres undefined) | 97 | -1[fluorescence artefact?] | 8 | 4 | 1 | 105 | 105 | 12[fluorescence artefact?] | 83
CCn1c(SCC(=O)c2ccc(Cl)s2)nnc1-c1cccs1 | 90 | 37[fluorescence artefact?] | 11 | -2 | 1.3 | 107 | 53[fluorescence artefact?] | 6 | 88
Cc1cc(=O)[nH]c(/N=C(/NC(=O)c2ccccc2)Nc2ccc3c(c2)OCCO3)n1 | 74 | 3 | -1 | · | 1 | 87 | 196[fluorescence artefact?] | 30[fluorescence artefact?] | 41
O=S(=O)(c1ccc(NC2CCCCC2)cc1)N1CCOCC1 | 108 | 27 | 2 | -5 | 1.2 | 96 | 74 | -3 | 96
Cc1ccc(N2CCN(CC(O)COC3CCCCC3)CC2)cc1 (centres undefined) | 111 | -8 | 4 | -4 | 0.9 | 91 | 116 | -1 | 95
Cc1[nH]n(C(C)(C)C)c(=O)c1Sc1ccccc1 | 89 | -13 | -1 | 0 | 1.1 | 89 | 120 | -15 | 93
CCC(c1nnnn1Cc1ccc2c(c1)OCO2)N1CCN(c2ccc(F)cc2)CC1 (centres undefined) | 112 | 2 | 7 | -4 | 1.2 | 89 | 103 | 79*[fluorescence artefact?] | 87
Oc1ccccc1-c1nnc(COc2ccccc2)o1 | 117 | 1 | 8[fluorescence artefact?] | -2 | 1.3 | 83 | 82 | -1[fluorescence artefact?] | 60
Cc1n[nH]c(C)c1S(=O)(=O)N1CCCC(C(=O)Nc2nccs2)C1 (centres undefined) | 94 | 8 | -2 | -2 | 1.1 | 93 | 109 | 8 | 72
O=C(Nc1cnn(Cc2ccc(Cl)c(Cl)c2)c1)C12CC3CC(CC(C3)C1)C2 | 85 | -5 | -8 | · | 1.2 | 98 | 98 | 0 | 83
CCCCCCOc1ccc(C(=O)n2cnc(N)n2)cc1 | 104 | -1 | 7 | 0 | 1.2 | 101 | 110[fluorescence artefact?] | 2 | 111
Cc1ccccc1N/C(=C(/C(Cl)=C(Cl)Cl)[N+](=O)[O-])n1nnc2ccccc21 | 91 | 15 | 11 | -2 | 1 | 94 | 125[fluorescence artefact?] | 23 | 80
CCc1c(C)nc(Nc2nc(C)c3cc(OC)ccc3n2)[nH]c1=O | 84 | -1 | -7 | -2 | 1.6 | 89 | 112[fluorescence artefact?] | -7 | 28*
Cc1cc(C)cc(NS(=O)(=O)c2ccc3c(c2)c(=O)n(C)c(=O)n3C)c1 | 34 | 7[fluorescence artefact?] | -10 | 0 | 0.6 | 34* | 104 | -3[fluorescence artefact?] | 83
CNC(=O)CN1C(=O)CSc2ncccc21 | 80 | 17[fluorescence artefact?] | 1 | -2 | 1.1 | 97 | 88 | -2[fluorescence artefact?] | 73
CCC(=O)Nc1ccc(N2CCCCC2)cc1 | 94 | 4 | 11 | -2 | 1.1 | 102 | 115 | -4 | 93
CCOC(=O)c1c(C=O)c(C)n(Cc2ccc(Cl)cc2)c1C | 93 | 3 | -22 | -4 | 1.1 | 87 | 81 | 12 | 94
NC(=O)C1CCN(CC(=O)N2c3ccccc3CCc3ccccc32)CC1 | 92 | -8 | -4 | -3 | 1 | 98 | 121 | -6 | 86
Cc1ccc(OCCN2CCCCCC2)c(C)c1 | 92 | 3[fluorescence artefact?] | -9 | -1 | 1.1 | 93 | 103 | 10[fluorescence artefact?] | 72
Cc1nc(-c2c(C(F)(F)F)noc2-c2ccc(O)cc2O)cs1 | 110 | 0 | -20 | -6 | 1 | 99 | 107 | -12 | 88
CC(=O)NCCc1nc2ccccc2n1Cc1ccccc1 | 98 | -6 | -3 | -1 | 1 | 101 | 102 | -16 | 93
CN(C)C(=O)N1CCCC(C(=O)NCc2ccccc2Cl)C1 (centres undefined) | 99 | 2 | 5 | -6 | 1.2 | 104 | 114 | -3 | 93

From PubChem BioAssay
